# Source: PubChem BioAssay (several laboratories)
# PMI inhibition: MPI inhibition at elevated mannose 6-phosphate – biochemical, fluorescence intensity, high mannose 6-phosphate, primary screen (AID 1220). recombinant PMI enzyme, coupled fluorescence intensity; higher % means a stronger effect. inhibition, % at 20 µM, or IC50 in µM where a hit was titrated. hit rate 0.66% among 190,000; in the data active = inhibition above about 50%
# M1AAP inhibition: P. falciparum M1AAP inhibitors, biochemical, fluorogenic H-Leu-NHMec substrate, 1536-well (AID 1445). recombinant M1AAP, H-Leu-NHMec fluorogenic kinetic assay; higher % means a stronger effect. one-dose inhibition, % at 30 µM; IC50 in µM for titrated hits. hit rate 0.42% among 220,000;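 active = primary inhibition above the hit cutoff, then over 50% inhibition at one or more dose response concentrations, cut at about 23% in these data, passing the limit was not always enough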;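 note: plate controls were DMSO full reaction for no effect and no enzyme background for full effect; strong numbers were not always called active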
# SIAH1 antagonists: Siah-1 peptide-binding antagonists, primary screen, biochemical, fluorescence polarization, rhodamine-plectin, uHTS (AID 1817) | displacement, % at 20 µM, or IC50 in µM where a hit was titrated | hit rate 0.02% among 290,000 | Siah-1 / rhodamine-plectin peptide fluorescence polarization; higher % means a stronger effect;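 active = displacement of at least 50% at 20 µM, with a fluorescence ratio check between 0.3 and a set limit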;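 note: plate controls were Siah plus tracer with DMSO for no effect and tracer alone without Siah for full effect; strong numbers were not always called active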
# Yfh1-off respiration: mitochondrial function rescue without frataxin homolog – Friedreich's ataxia, plus single-dose screen, dose response (AID 1465) | S. cerevisiae Yfh1-off respiration, WST-1 reduction, 72 h; higher fold induction means a stronger effect | fold induction at 50 µM; hits with a dose series show EC50 in µM | hit rate 0.074% among 220,000;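 active = fold induction of absorbance versus untreated yeast above a set limit, then at least 30% activation at any dose in follow-up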;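 note: activators that raise dye reduction in frataxin-depleted yeast; strong numbers were not always called active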
# Salmonella PhoP GFP: PhoP-dependent GFP reporter repression – Salmonella Typhimurium, primary screen (AID 1863); S. Typhimurium PhoP-regulated promoter GFP reporter, 4 h; higher % means a stronger effect; inhibition, % at 50 µM; hits with a dose series show IC50 in µM; hit rate 0.16% among 300,000;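 active = inhibition over 29.93%, a cutoff 3 SD above the screen mean, later confirmed by dose response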;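 note: 0% = low Mg2+ inducing control and 100% = high Mg2+ repressing control; strong numbers were not always called active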
# West Nile virus CPE: West Nile virus antiviral activity, cell-based, CPE readout (AID 1621). West Nile virus-infected cells, CPE inhibition; higher % means a stronger effect. CPE inhibition, % at 10 µM; hits with a dose series show IC50 in µM. hit rate 0.02% among 290,000; in the data active = a potency from the dose series; note: strong numbers were not always called active
# ER stress rescue: protection against thapsigargin-triggered cell killing – 384-well, CSM14.1, ATP luminescence, primary screen (AID 1222) | CSM14.1 thapsigargin-induced death rescue, ATP luminescence; higher % means a stronger effect | 190,000 tested, under 10 active | cellular ATP content (survival), % at 20 µM, or EC50 in µM where a hit was titrated;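 active = EC50 below 50 µM in the dose-response confirmation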;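 note: death triggered by thapsigargin at about 15 µM added after 2 h compound pretreatment; cell ATP read after overnight thapsigargin exposure of roughly 18 to 22 hours; normalized against plate controls of thapsigargin alone and 5% DMSO vehicle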
# XIAP antagonists: small molecules displacing peptide from XIAP – biochemical, IAP family, fluorescence polarization (AID 1018) | XIAP BIR domain, fluorescence polarization peptide displacement; higher % means a stronger effect | displacement, % at 20 µM; hits with a dose series show IC50 in µM | hit rate 0.007% among 200,000; in the data active = displacement above about 50%; note: a part of the inactive calls stands beside numbers as strong as those of hits
# P. falciparum M17LAP: P. falciparum M17LAP inhibitors, primary screen, biochemical, fluorogenic H-Leu-NHMec substrate, 1536-well (AID 1619); recombinant M17LAP, H-Leu-NHMec fluorogenic kinetic assay; higher % means a stronger effect; inhibition, % at 30 µM; hits with a dose series show IC50 in µM; hit rate 0.38% among 220,000;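 active = compound inhibiting the enzyme by more than half at any dose during confirmatory dose-response retesting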;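 note: plate controls were full reaction with DMSO carrier for no effect and no enzyme background for full effect; strong numbers were not always called active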
# * marks the source's active call; other numbers are inactive results; i = inactive; . = no result given. Compounds were not picked by outcome; about 1.6% have a hit in one of these screens.
# Below each SMILES – PMI inhibition | M1AAP inhibition | SIAH1 antagonists | Yfh1-off respiration | Salmonella PhoP GFP | West Nile virus CPE | ER stress rescue | XIAP antagonists | P. falciparum M17LAP
- COC(=O)NNC(=O)Cc1cccc2ccccc12
→ -6% | -6% | 3% | i | -5% | 0.6% | 2.1% | -1.6% | 5%
- CC1(C)COC(Cn2c3ccccc3c3ccccc32)O1 (stereo unspecified)
→ . | -4% | -4% | i | -10% | 0.1% | . | . | 4%
- Cc1c(CCC(=O)O)c(=O)oc2cc3occ(-c4ccccc4)c3cc12
→ . | 27µM* | -4% | i | -3% | 0.6% | . | . | 35%
- CCN1CCN(C(=O)NC2CC(=O)N(c3ccc(OC)cc3)C2)CC1 (stereo unspecified)
→ 4% | -1% | 20% | i | 1% | 0.2% | -0.6% | -0.9% | -9%
- COc1cccc(-c2cc(C(=O)NCc3ccc(Cl)cc3)no2)c1
→ 19% | 15% | 1% | i | 1% | 0.0% | -1.1% | 0.3% | 8%
- O=C(OCC(=O)c1cccs1)c1ccccc1
→ -3% | 5% | -6% | i | 0% | 0.7% | -2.7% | -3.7% | 14%
- Cn1cc(-c2nnnn2-c2cccc(C(F)(F)F)c2)c(C(F)(F)F)n1
→ 4% | -9% | 2% | i | 32% | -0.6% | -2.1% | -2.5% | 5%
- Cc1ccc(C(=O)N2CCN(c3cc4c(cc3[N+](=O)[O-])n(C)c(=O)n4C)CC2)cc1
→ -5% | 10% | 2% | i | -9% | -0.9% | 0.8% | -1.5% | 20%
- O=S(=O)(c1ccc(NC2CCCCC2)cc1)N1CCOCC1
→ 10% | 10% | 0% | i | 3% | 0.1% | -0.4% | 14% | -2%
- Cc1nnc(NC(=O)CSc2ccc(-c3ccc(Cl)cc3)nn2)s1
→ -12% | 2% | 2% | i | -2% | 0.4% | -15% | -3.8% | -2%
- CC(C)(C)C(=O)N1CCC(O)(CS(=O)(=O)Cc2ccccc2)CC1
→ 3% | 3% | 2% | i | 5% | 0.6% | -0.5% | -4.4% | 11%
- COc1ccc(Cl)cc1NC(=O)c1ccccc1C
→ -10% | -1% | 2% | i | 4% | -0.3% | 24% | -4.6% | 1%
- O=C1C=C(NC2CC2)C2(CCCCC2)O1
→ 14% | -1% | 4% | i | 0% | 0.0% | 1.5% | -0.7% | 5%
- C=CCN(CC=C)C(=O)C1CCC(C(=O)N(CC=C)CC=C)CC1 (stereo unspecified)
→ -8% | 2% | -6% | i | -10% | -0.3% | -1.3% | -10% | -3%
- O=C1C=C(c2ccc(Cl)cc2)C(=O)N1Nc1ccccc1
→ 7% | -1% | 1% | i | 12% | 0.1% | -1.3% | -6.6% | -6%
- O=C(O)CSc1nnc(Cc2cccc3ccccc23)n1-c1cc(C(F)(F)F)cc(C(F)(F)F)c1
→ . | 9% | 14% | i | -4% | 0.0% | . | . | 17%
- O=C(CCn1cnnn1)Nc1cccc(F)c1
→ -1% | 9% | -2% | i | 2% | 0.2% | -0.5% | -8.1% | -7%
- Cc1ccc(OCCNS(=O)(=O)c2ccc(N3CCCC3=O)cc2)cc1C
→ 13% | 2% | 1% | i | -3% | -1.0% | -1.5% | -3.4% | -5%
- O=c1c2ccccc2c(-c2ccccc2)nn1-c1ccccn1
→ -7% | -1% | -1% | i | -3% | -0.1% | -0.3% | -7.6% | 5%
- CCCNCc1cc(OC)c(OCC(=O)Nc2ccccc2)cc1Br
→ -8% | -5% | 2% | i | -10% | 0.3% | -1.1% | -0.1% | 5%

# The list goes on (2 carried over from the part before).
# Below each SMILES – PMI inhibition | M1AAP inhibition | SIAH1 antagonists | Yfh1-off respiration | Salmonella PhoP GFP | West Nile virus CPE | ER stress rescue | XIAP antagonists | P. falciparum M17LAP
- O=c1c2ccccc2c(-c2ccccc2)nn1-c1ccccn1
→ -7% | -1% | -1% | i | -3% | -0.1% | -0.3% | -7.6% | 5%
- CCCNCc1cc(OC)c(OCC(=O)Nc2ccccc2)cc1Br
→ -8% | -5% | 2% | i | -10% | 0.3% | -1.1% | -0.1% | 5%
- O=C(Nc1ccccc1N1CCOCC1)c1ccc(Cl)nc1
→ -5% | 7% | 3% | i | 3% | -0.6% | 0.1% | -5.0% | 1%
- O=C(N/C(=C/C=C/c1ccccc1)C(=O)N1CCCCC1)c1ccc([N+](=O)[O-])cc1
→ 23% | 3% | 3% | i | 5% | -1.1% | 0.2% | 1.7% | 17%
- CC1(C)C2CCC13CS(=O)(=O)NC3C2 (stereo unspecified)
→ 6% | 1% | -5% | i | 6% | 0.4% | -1.8% | -6.1% | 12%
- O=C(NCC(c1cccs1)N1CCOCC1)c1ccc(Br)o1 (stereo unspecified)
→ -9% | 1% | 4% | i | -3% | 0.3% | 8.6% | -1.6% | 11%
- N#Cc1ccc(-c2ccc(OCC(=O)NCC(=O)Nc3ccc(F)c(F)c3F)cc2)cc1
→ 7% | 2% | 3% | i | 3% | -0.4% | -0.2% | -20% | -4%
- O=C(Nc1ncccc1O)c1c(O)c2ccccc2[nH]c1=O
→ . | 14% | 6% | i | 19% | 0.0% | . | . | 2%
- CCc1ccc2c(c1)C1(C(=O)N2)N2CCCC2C(C(=O)c2ccc3ccccc3c2)C12C(=O)Nc1ccccc12 (stereo unspecified)
→ 18% | 7% | -2% | i | 20% | -1.4% | 0.7% | -18% | 1%
- COc1cccc(NC(=O)N(CCN(C)C)C(C)c2cccnc2)c1 (stereo unspecified)
→ . | 4% | 10% | i | -1% | 0.2% | . | . | 10%
- CN(C)C(=O)COC(=O)c1cccnc1Nc1ccccc1F
→ 16% | 2% | -4% | i | 3% | 0.1% | -1.0% | -6.4% | 19%
- CCOC(=O)c1nc(N)c(C(=O)OCC)[nH]1
→ 1% | 10% | -1% | i | 3% | 0.4% | -3.5% | -5.1% | -30%
- CC1CCN(C(C(=O)NC2CCCCC2)c2cc3c(cc2[N+](=O)[O-])OCO3)CC1 (stereo unspecified)
→ 61%* | 2% | 3% | i | 12% | -1.4% | 10% | -1.3% | 14%
- COc1ccc(CSCC(=O)NCCC(C)C)cc1
→ -4% | -2% | 13% | i | -6% | -0.5% | -0.1% | -1.2% | 1%
- Cc1cc(C)nc(SCC(=O)Nc2ccc(Br)cn2)n1
→ 5% | 7% | 2% | i | -1% | 0.2% | -1.3% | -2.0% | 6%
- O=C(NCc1ccc(Cl)cc1)C1C2C=CC3(CN(Cc4cccnc4)C(=O)C13)O2 (stereo unspecified)
→ 11% | 1% | 5% | i | -11% | 0.0% | -2.0% | -3.4% | 8%
- CCCOc1ccc(C(O)C(CN2CCOCC2)c2ccccc2)cc1 (stereo unspecified)
→ 11% | -7% | 3% | i | 1% | 0.8% | -0.9% | 3.4% | -11%
- O=C(/C=C/c1ccc(Cl)cc1)Nc1ccccc1N1CCOCC1
→ -9% | 0% | -5% | i | -7% | -0.2% | -4.8% | -2.3% | -5%
- Cc1cc(C)c(C(=O)Cn2nc(C(=O)O)c3ccccc3c2=O)cc1C
→ . | -1% | 0% | i | -11% | -0.4% | . | . | 2%
- CCCn1c(N)c(C(=O)CSc2nnc(C)n2Cc2ccccc2)c(=O)n(C)c1=O
→ 4% | 6% | 3% | i | 3% | 0.4% | -1.2% | -3.1% | 3%
- CCCCCCN1CC(C(=O)OCC)C(=O)C1=O (stereo unspecified)
→ -6% | -1% | -1% | i | -12% | 0.1% | -2.3% | -1.6% | 1%
- COC(=O)C(C)Sc1ccc2nnc(-c3ccccc3)n2n1 (stereo unspecified)
→ -29% | 1% | 18% | i | -6% | -0.1% | -1.3% | 0.5% | 11%

# Carrying on.
# Below each SMILES – PMI inhibition | M1AAP inhibition | SIAH1 antagonists | Yfh1-off respiration | Salmonella PhoP GFP | West Nile virus CPE | ER stress rescue | XIAP antagonists | P. falciparum M17LAP
- Cc1ccc(NC(=O)Nc2ccc([N+](=O)[O-])cc2)nc1
→ -8% | 5% | -2% | i | 4% | 0.2% | 0.1% | -4.4% | -2%
- CCn1c(SCc2ccc(C(=O)OC)o2)nc2sc3c(c2c1=O)CCCC3
→ 4% | 9% | 2% | i | -5% | 0.0% | 1.0% | -5.8% | 0%
- COc1cccc(C2c3c(-c4cc(Cl)c(C)cc4O)n[nH]c3C(=O)N2Cc2cccnc2)c1 (stereo unspecified)
→ -6% | 5% | -2% | i | 27% | 0.2% | -1.2% | -1.0% | 3%
- CC(=O)Nc1ccc(SC[C@H](c2ccccc2)N2CCN(CCc3ccccc3)CCC2=O)cc1
→ . | 8% | 10% | i | 2% | -0.1% | . | . | -14%
- CC(C)C[C@H](NC(=O)c1nc[nH]c1C(=O)N[C@@H](CC(C)C)C(=O)OC(C)(C)C)C(=O)OC(C)(C)C
→ . | -5% | 7% | i | -4% | 3.2% | . | . | -6%
- O=C(Nc1nccs1)C(c1ccccc1)N1CCCCC1 (stereo unspecified)
→ -7% | 0% | -4% | i | 6% | -0.3% | -0.6% | 3.6% | 2%
- C=CCSC(=S)Nc1c(C)n(C)n(-c2ccccc2)c1=O
→ 1% | -1% | 12% | i | -2% | -0.1% | -3.5% | -2.7% | -7%
- CCC(=O)NC(=S)Nc1ccc(NC(=O)c2ccc(OC)cc2)cc1
→ 1% | 1% | -5% | i | -5% | -0.5% | 1.8% | -6.6% | -3%
- CCN(CC)C(=O)CN1C(=O)COCC1=O
→ 5% | -2% | -3% | i | 0% | 0.2% | 0.0% | -3.9% | -6%

# An excerpt from above in order of the PMI inhibition value, falling:
Molecule	PMI inhibition
O=C(N/C(=C/C=C/c1ccccc1)C(=O)N1CCCCC1)c1ccc([N+](=O)[O-])cc1	23%
CCCn1c(N)c(C(=O)CSc2nnc(C)n2Cc2ccccc2)c(=O)n(C)c1=O	4%
CCOC(=O)c1nc(N)c(C(=O)OCC)[nH]1	1%
O=C(Nc1nccs1)C(c1ccccc1)N1CCCCC1 (stereo unspecified)	-7%
Cc1ccc(NC(=O)Nc2ccc([N+](=O)[O-])cc2)nc1	-8%
COC(=O)C(C)Sc1ccc2nnc(-c3ccccc3)n2n1 (stereo unspecified)	-29%
